# Bioassay records from PubChem.
# CIT2-GFP yeast: alters CIT2-GFP fluorescence in TOR pathway yeast screen | S. cerevisiae CIT2-GFP strain, flow cytometry, 3 h; 100 means same as DMSO wells | GFP response vs DMSO, % at 10 µM | 0.065% of 320,000 active | AID 2029;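 active means GFP response relative to DMSO above a set limit, near the screen mean plus 3 SD, cut at about 150% in these data; inconclusive means Fewer than 70 cells measured for a yeast strain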;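 further: ratio of well median GFP fluorescence to mean of DMSO wells on the plate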
# MEP2 TOR yeast: modulators of TOR pathway MEP2-GFP in S. cerevisiae | GFP response vs DMSO, % at 10 µM | 0.51% of 330,000 active | S. cerevisiae MEP2-GFP strain, flow cytometry GFP, 3 h; 100% = DMSO control level;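 active means GFP response versus DMSO above a set limit, roughly screen mean plus 3 SD, cut at about 180% in these data; inconclusive means fewer than 70 cells counted for a yeast strain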;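 further: median GFP fluorescence of the barcode-gated MEP2-GFP cells per well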
# procasp3 activ: procaspase-3 (human) activation. 0.11% of 330,000 active. activation, % at 8.5 µM. recombinant procaspase-3 D3A, Ac-DEVD-pNA absorbance 405 nm. P42574;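 active means activation above the mean of all tested compounds plus 3 SD, cut at about 21% in these data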;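 further: 0% = DMSO alone and 100% = DMSO wells spiked with extra 5 µM PC-3 D3A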
# Target sequence (P42574 whole entry D9A/D28A/D175A): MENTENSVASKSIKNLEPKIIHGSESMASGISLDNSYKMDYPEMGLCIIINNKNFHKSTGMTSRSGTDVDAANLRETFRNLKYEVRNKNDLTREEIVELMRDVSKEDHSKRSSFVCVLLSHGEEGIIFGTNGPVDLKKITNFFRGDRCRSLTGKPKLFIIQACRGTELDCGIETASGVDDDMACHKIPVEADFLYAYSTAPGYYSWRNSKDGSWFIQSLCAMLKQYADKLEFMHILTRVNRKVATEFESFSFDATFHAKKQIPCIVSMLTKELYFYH
#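 Compound: 8.5 µM single point, 0.8% DMSO / Material: Autoprocessing-dead procaspase-3 D3A mutant enzyme / Timing: 1 h preincubation plus 2 h reaction at 25 °C / Medium: Zinc-free HEPES/NaCl buffer with 0.01% Triton X-100 at pH 7.4 / Technique: 405 nm absorbance of p-nitroaniline, reads at 0 and 120 min / Repeats: one well per compound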
# AGP1 TOR yeast: yeast TOR pathway AGP1-GFP modulation; 0.02% of 320,000 active; S. cerevisiae AGP1-GFP multiplex flow cytometry, 3 h; GFP as percent of DMSO wells; AID 2066; GFP response vs DMSO, % at 10 µM;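 active means GFP response relative to DMSO above a set limit, near screen average plus 3 SD, cut at about 150% in these data; inconclusive means fewer than 70 cells counted for the yeast strain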;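 further: median GFP channel fluorescence of the gated AGP1 strain per well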
# proCasp7 act: counter-screen for procaspase-3 activators: activators of human procaspase-7. recombinant procaspase-7, Ac-DEVD-pNA absorbance 405 nm; D23A/D198A/D206A triple mutant, cannot self-cleave; scale: DMSO 0, 5 µM enzyme 100. activation, % at 8.5 µM. 0.093% of 330,000 active;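 active means percent activation above the screen-wide mean plus 3 SD, cut at about 25% in these data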
# Target sequence (P55210 whole entry D23A/D198A/D206A): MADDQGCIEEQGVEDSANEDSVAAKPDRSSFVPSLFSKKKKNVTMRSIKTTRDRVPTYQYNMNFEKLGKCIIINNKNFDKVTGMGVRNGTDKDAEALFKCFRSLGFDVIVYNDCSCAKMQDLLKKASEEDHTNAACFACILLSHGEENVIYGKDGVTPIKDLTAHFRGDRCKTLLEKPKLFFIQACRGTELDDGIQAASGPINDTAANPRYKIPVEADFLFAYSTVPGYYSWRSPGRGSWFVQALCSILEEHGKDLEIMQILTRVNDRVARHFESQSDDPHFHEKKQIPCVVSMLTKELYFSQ
#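 Assay system: Uncleavable procaspase-7 mutant enzyme; Input: 2 µM procaspase-7 mutant as dispensed; Also added: DEVD-pNA substrate; Medium: Zinc-free HEPES pH 7.4 with 300 mM NaCl, 0.01% Triton X-100; Timing: 1 h compound preincubation, 2 h substrate cleavage, 25 °C; Measured by: Epi-absorbance of released pNA at 405 nm, two timepoints.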
# LAP4 TOR yeast: alters LAP4-GFP fluorescence in TOR pathway yeast screen; 0.34% of 320,000 active; S. cerevisiae LAP4-GFP multiplex, flow cytometry GFP, 3 h; median GFP as percent of DMSO wells; GFP response vs DMSO, % at 10 µM;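 active means GFP response vs DMSO above a set limit, about the screen mean plus 3 SD, cut at about 150% in these data; inconclusive means under 70 cell events counted for the yeast strain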
# RPL19A-GFP yeast: yeast TOR pathway RPL19A-GFP modulation | S. cerevisiae RPL19A-GFP strain, flow cytometry, 3 h; stronger effect = lower value | percent response vs DMSO, % at 10 µM | 0.3% of 330,000 active;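 active means percent response vs DMSO below 50%; inconclusive means fewer than 70 events counted for the yeast strain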;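 further: median channel GFP fluorescence of the barcoded RPL19A-GFP strain; ratio of sample median GFP to plate DMSO average so 100% = DMSO; lower means less RPL19A-GFP as with rapamycin TOR inhibition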
# AHR activator: activators of human aryl hydrocarbon receptor; AHR-responsive luciferase reporter cells, luminescence; 2.5% of 320,000 active; activation, % at 5 µM; P35869; in the data active means activation above about 47%;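 further: 0% = vehicle wells and 100% = reference agonist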
# * = called active by the depositor; ? = inconclusive; nt = not tested or not shown; [ ] = remark or other dose.
entry	smiles	CIT2-GFP yeast	MEP2 TOR yeast	procasp3 activ	AGP1 TOR yeast	proCasp7 act	LAP4 TOR yeast	RPL19A-GFP yeast	AHR activator
1	CCn1c2ccccc2c2nnc(SCCN3CCOCC3)nc21	98	107	-4	97	0	90	102	7
2	Cc1c(Cl)cccc1S(=O)(=O)N1CCC(C(=O)NNC(=O)C2CC2)CC1	90	113	-6	104	12	99	97	2
3	COc1ccc2[nH]c(C)c(CCN3C(=O)C4CC=CCC4C3=O)c2c1 (stereo unspecified)	90	100	-3	101	3	108	102	13
4	Cc1ccc(S(=O)(=O)N[C@H](C(=O)Oc2ccc3c(C(F)(F)F)cc(=O)oc3c2)c2ccccc2)cc1	84	88	8	92	9	96	95	-1
5	COc1ccc(-c2cc(C(=O)Nc3ccccc3O)c3ccccc3n2)cc1OC	105	96	2	111	-14	104	99	-3
6	CCc1ccc(Nc2cnn(-c3nc4ccccc4s3)c(=O)c2Cl)cc1	93	100	5	97	-4	100	98	49*
7	O=C(NCc1nnnn1-c1ccc(F)c(F)c1)c1ccc2c(c1)OCO2	105	102	-3	105	8	99	100	2
8	O=C(CN1CCOCC1)NCCNC(=O)CN1CCOCC1	101	101	1	99	-3	97	98	-1
9	COC(=O)c1ccc(/C=C2/C(=O)Oc3ccccc32)cc1	90	95	3	92	-5	93	98	0
10	CC1=C(C(=O)Nc2ccc(F)cc2)C(c2ccncc2)C2=C(CCCC2=O)N1 (stereo unspecified)	99	94	-1	95	5	99	96	3
11	CCOC(=O)C1CCN(C(=O)CCS(=O)(=O)c2ccc3c(c2)CCN3C(C)=O)CC1	96	100	1	99	-1	100	102	0
12	O=C(Nc1ccc(F)cc1)N1CCCC(c2nc3c(nnn3Cc3ccccc3Cl)c(=O)[nH]2)C1 (stereo unspecified)	94	97	0	97	5	100	96	-1
13	CCCCn1c(=O)[nH]c(=O)c2c(C(=O)OCC)cc(-c3ccc(OC(F)F)cc3)nc21	94	96	-1	97	1	100	93	2
14	Cc1ccc(-c2ccc(S(=O)(=O)Nc3cccnc3)cc2)cc1	105	103	-6	102	7	108	100	0
15	O=C(COc1ccc(S(=O)(=O)N2CCCC2)cc1)NCc1ccco1	91	94	-6	91	-15	93	93	6
16	Cc1ccc(OCC(=O)NNC(=O)C(=O)NC(C)(C)C)cc1	99	105	-4	95	11	94	98	1
17	COc1cccc(NC(=O)CSc2nc3ccccc3nc2N2CCOCC2)c1	97	100	-5	99	8	106	97	5
18	CCOC(=O)C1=C(O)/C(=C\c2cc(C)n(-c3ccccc3F)c2C)N=C1C	91	88	1	93	8	91	88	6
19	CC(=O)c1c(C)[nH]c(C(=O)OCC(=O)NCCC2=CCCCC2)c1C	95	96	15	101	10	104	97	8
20	COc1cc(C(=O)NCc2nnc(SCC(=O)Nc3nc4ccccc4s3)o2)cc(OC)c1OC	92	96	-20	93	-13	86	99	11
21	Nn1c(COc2ccc(Cl)cc2)n[nH]c1=S	97	95	1	93	-15	93	91	1
22	CCOC(=O)CC(=O)CSc1nc2cc(C)ccc2cc1C	96	102	-4	99	-9	102	104	24
23	N/C(=N\OC(=O)c1ccc(Cl)cc1)c1ccn[nH]1	152*	106	2	113	-4	102	96	-17
24	CCOC(=O)C1CCN(C(=O)c2sc3ncnc(N4CCC(C)CC4)c3c2C)CC1	102	106	-3	104	-3	110	102	-1
25	CCN(CC1COc2ccccc2O1)C(=S)NCCCN(C)C (stereo unspecified)	94	85	-4	90	6	91	93	0
26	CCN1CCN(C2CC(=O)NC2=O)CC1 (stereo unspecified)	103	103	2	106	-8	96	105	3
27	CC(C)N1CCc2c(sc(NC(=O)c3nc4ccccc4s3)c2C(N)=O)C1	99	95	3	107	-8	100	99	21
28	C#CC(=O)N(c1cc(OC)ccc1OC)C(C(=O)NC1CCCC1)c1cccs1 (stereo unspecified)	94	94	-11	96	-10	100	95	-8
29	O=C(Nc1ccc(N2CCOCC2)nc1)c1c(F)cccc1F	90	101	0	103	2	110	97	-6
30	CCc1ccccc1NC(=O)c1cc(C2CC2)on1	101	106	-5	92	5	101	97	0
31	O=C(Nc1ccc(F)cc1)Nc1ccc(Oc2ncnc3cc(Cl)ccc23)nc1	92	105	2	108	5	114	107	-4
32	CCCc1nnc(NC(=O)NCCN2C(=O)C3C4C=CC(C4)C3C2=O)s1 (stereo unspecified)	99	109	0	107	-7	109	102	2
33	OCCC1CN(C2CSCCSC2)CCN1Cc1ccccc1 (stereo unspecified)	114	100	-5	109	6	108	100	0
34	CC1CC(C)(C)NC(=O)O1 (stereo unspecified)	106	100	-1	106	2	106	101	-1
35	COc1ccc(-n2c(NNC(C)=O)nc3sc4c(c3c2=O)CCCC4)cc1	100	105	2	98	14	94	103	0
36	CCOc1ccc(CNS(=O)(=O)c2ccc3c(c2)CC(=O)N3C)cc1	?	170[may fluoresce violet]	3	?	-1	72[may fluoresce violet]	17*[may fluoresce violet]	1
37	CN(C)c1ccc(P(=O)(OCc2ccccc2)C(O)c2ccc(Cl)cc2)cc1 (stereo unspecified)	99	92	-13	98	-10	98	99	7
38	O=C(NCc1cccs1)c1cc(-c2cccc(Cl)c2)on1	95	89	8	100	6	89	102	-6
39	Cc1ccc2nc(C)cc(NCCO)c2c1	107	101	5	103	10	105	102	29
40	CCOc1ccccc1NC(=O)N1CCCC(c2nc3c(nnn3Cc3ccc(C)cc3)c(=O)[nH]2)C1 (stereo unspecified)	89	97	13	nt	-5	91	89	-3

# Reformatted: results already given.
[38] O=C(NCc1cccs1)c1cc(-c2cccc(Cl)c2)on1
[37] CN(C)c1ccc(P(=O)(OCc2ccccc2)C(O)c2ccc(Cl)cc2)cc1 (stereo unspecified)
[34] CC1CC(C)(C)NC(=O)O1 (stereo unspecified)
[33] OCCC1CN(C2CSCCSC2)CCN1Cc1ccccc1 (stereo unspecified)
[36] CCOc1ccc(CNS(=O)(=O)c2ccc3c(c2)CC(=O)N3C)cc1
[31] O=C(Nc1ccc(F)cc1)Nc1ccc(Oc2ncnc3cc(Cl)ccc23)nc1
[39] Cc1ccc2nc(C)cc(NCCO)c2c1
Compound | 38 | 37 | 34 | 33 | 36 | 31 | 39
CIT2-GFP yeast | 95 | 99 | 106 | 114 | ? | 92 | 107
MEP2 TOR yeast | 89 | 92 | 100 | 100 | 170[may fluoresce violet] | 105 | 101
procasp3 activ | 8 | -13 | -1 | -5 | 3 | 2 | 5
AGP1 TOR yeast | 100 | 98 | 106 | 109 | ? | 108 | 103
proCasp7 act | 6 | -10 | 2 | 6 | -1 | 5 | 10
LAP4 TOR yeast | 89 | 98 | 106 | 108 | 72[may fluoresce violet] | 114 | 105
RPL19A-GFP yeast | 102 | 99 | 101 | 100 | 17*[may fluoresce violet] | 107 | 102
AHR activator | -6 | 7 | -1 | 0 | 1 | -4 | 29

# Additional entries follow.
entry	smiles	CIT2-GFP yeast	MEP2 TOR yeast	procasp3 activ	AGP1 TOR yeast	proCasp7 act	LAP4 TOR yeast	RPL19A-GFP yeast	AHR activator
41	Cc1ccc(NC(=O)CN2C(=O)COc3ccc(S(=O)(=O)N4CCCC4)cc32)cc1C	93	111	10	15	2	83	93	4
42	CC(O)[C@H]1CNCCN1CC1(c2ccccc2)CC1 (stereo partly specified)	82	99	15	88	5	105	101	0
43	O=C1NC(=Nc2ccccc2)c2c1cccc2[N+](=O)[O-]	102	108	-2	107	6	106	109	37
44	CC(C)Cc1nc2sc3c(c2c(=O)n1N)CC(C)(C)OC3	93	104	-6	103	-3	104	101	18
45	Cc1ccc(OCC(=O)c2c(N)n(C)c(=O)n(C)c2=O)c([N+](=O)[O-])n1	96	100	-10	102	-11	98	100	5
46	Cc1ccc(NC(=O)C2C3C=CC4(O3)C2C(=O)N(CCCN2CCCC(C)C2)C4C(=O)NC2CCCCC2)cc1 (stereo unspecified)	103	97	2	103	-4	105	99	1
47	COc1ccccc1NS(=O)(=O)c1cccc(NC(=O)NC2CCCCC2)c1	105	103	-1	95	-3	89	101	22
48	COCCCNc1nc2ccccc2[nH]c1=O	100	96	7	100	-2	94	95	2
49	COC(=O)c1cc(CNC(=O)c2sccc2-c2ccccc2)ccc1OC	100	101	9	90	5	79	96	0
50	CCC(C)C(=O)N1CCCC(c2nc(-c3cccs3)no2)C1 (stereo unspecified)	95	106	2	98	7	100	97	14

# Just LAP4 TOR yeast, AHR activator and CIT2-GFP yeast, for some of the entries so far:
item	Compound	LAP4 TOR yeast	AHR activator	CIT2-GFP yeast
42	CC(O)[C@H]1CNCCN1CC1(c2ccccc2)CC1 (stereo partly specified)	105	0	82
43	O=C1NC(=Nc2ccccc2)c2c1cccc2[N+](=O)[O-]	106	37	102
44	CC(C)Cc1nc2sc3c(c2c(=O)n1N)CC(C)(C)OC3	104	18	93

# Other results:
entry	smiles	CIT2-GFP yeast	MEP2 TOR yeast	procasp3 activ	AGP1 TOR yeast	proCasp7 act	LAP4 TOR yeast	RPL19A-GFP yeast	AHR activator
51	COc1c(/C=N/NC(=O)c2ccccc2O)c(CCN(C)C(C)=O)cc2c1OCO2	89	91	3	117	-6	98	96	2
52	CCN(CC)S(=O)(=O)c1ccc(NN)nc1	93	98	0	98	0	102	94	16
53	Cc1noc(C)c1NC(=O)Nc1ccc2c(c1)C(=O)N([C@H](C)CO)C[C@H](C)[C@@H](CN(C)C(=O)Nc1c(C)noc1C)O2	106	96	-8	108	-2	96	99	1
54	COc1cccc(-c2cccc(NC(=O)C3CCN(C4CCC4)CC3)c2)c1	100	103	-2	92	8	86	102	15
55	O=C(O)c1ccc(/C=N/n2cc(-c3ccccc3)[nH]c2=S)cc1	84	106	-3	102	-12	102	95	6
56	COc1cccc(CNC(=O)CN2C(=O)CSc3ccc(S(=O)(=O)N4CCCCC4)cc32)c1	103	102	4	99	-7	101	103	1
57	CCCCCCNC(=O)c1cc(S(=O)(=O)N2CCc3ccccc32)ccc1F	120	107	0	107	15	99	110	-1
58	O=C(CCNC(=O)N1CC(=O)Nc2ccccc21)Nc1ccc(Cl)cc1	94	95	4	97	7	94	96	2
59	Cc1ccc2c(c1)NC(=O)C(CC(=O)NCCCN1CCCC1)O2 (stereo unspecified)	100	103	5	106	8	107	100	-1
60	Cc1ccc(C)n1-c1sc2c(c1C#N)CCCC2	102	103	-3	108	-11	91	103	1
61	O=S(=O)(c1ccc(Cl)cc1)N1CN(CC2CCCO2)c2nc3ccccc3nc21 (stereo unspecified)	101	123	8	61	-2	96	74	4
62	Cc1ccc(S(=O)(=O)NNC(=O)C(O)(c2ccccc2C)c2ccccc2C)cc1	103	103	-1	105	-2	99	104	1

# Structures listed so far marked active in CIT2-GFP yeast.
no.	SMILES	CIT2-GFP yeast	MEP2 TOR yeast	procasp3 activ	AGP1 TOR yeast	LAP4 TOR yeast	RPL19A-GFP yeast	AHR activator
23	N/C(=N\OC(=O)c1ccc(Cl)cc1)c1ccn[nH]1	152*	106	2	113	102	96	-17
